# hcDAF12 agonist: H. contortus DAF-12 activation, primary screen | activation, % at 6.8 µM | AID 652067 | HEK293 hcDAF-12 lit1-tk-luc reporter, luminescence; 0% DMSO, 100% Δ7-dafachronic acid | 1.4% of 370,000 active;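 active = activation above the mean of all tested compounds plus 3 SD, cut at about 5.5% in these data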;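 also: 100% = response to 3 µM Δ7-dafachronic acid high control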
# FXN GAA850 act: increases GAA850 frataxin promoter reporter activity. HEK293 lucGAA850 FXN promoter luciferase reporter, 24 h; percent of 10 µM SAHA response. activation, % at 6 µM. 0.56% of 360,000 active;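 active = activation above the average of all compounds screened plus 3 SD, cutoff fixed separately per campaign, cut at about 7.5% in these data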;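 also: 0% = DMSO wells and 100% = 10 µM SAHA wells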
# hgDAF12 agonist: hgDAF-12 agonism, primary luciferase screen. HEK293 GAL4-hgDAF12 UAS-luciferase reporter, agonist luminescence; normalized to butyrate control. activation, % at 6.8 µM. 1.8% of 370,000 active. AID 687014;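 active = activation above a cutoff set at the mean of all screened compounds plus 3 SD, cut at about 10% in these data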;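 also: 0% = DMSO wells and 100% = sodium butyrate wells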
# HGIII-sPLA2 inh: Blocks human group III sPLA2 activity; 0.56% of 370,000 active; AID 743126; Q9NZ20; QFRET BODIPY PC-A2 liposome hydrolysis, fluorescence; inhibition, % at 12.2 µM;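 active = inhibition above mean plus 3 SD of compounds lying within the high and low control bounds, cut at about 19% in these data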;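 also: 0% = median of test compound wells and 100% = no enzyme DMSO wells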
# DAX1 inh-1: DAX1 (NR0B1) inhibition, primary screen; AID 652010; HEK293T StAR-luciferase reporter, SF-1/DAX-1 repression relief; 1.1% of 370,000 active; inhibition, % at 6.8 µM;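 active = inhibition above the mean over all tested compounds plus 3 SD, cut at about 3.6% in these data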;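 also: 0% = DAX-1 cells with DMSO and 100% = cells lacking DAX-1 with DMSO; higher inhibition means more luminescence from relief of DAX-1 repression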
# NPR2 activator: GC-B (human) receptor activation. HEK293-GC-B cells, CNP EC30, cGMP TR-FRET; 0% at EC30 CNP, 100% saturating CNP. 0.11% of 370,000 active. activation, % at 10 µM;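 active = activation at 10 µM reaching about 35% in either raw or pattern-adjusted values, limit read from the data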
# Target sequence (P20594 whole entry, looked up): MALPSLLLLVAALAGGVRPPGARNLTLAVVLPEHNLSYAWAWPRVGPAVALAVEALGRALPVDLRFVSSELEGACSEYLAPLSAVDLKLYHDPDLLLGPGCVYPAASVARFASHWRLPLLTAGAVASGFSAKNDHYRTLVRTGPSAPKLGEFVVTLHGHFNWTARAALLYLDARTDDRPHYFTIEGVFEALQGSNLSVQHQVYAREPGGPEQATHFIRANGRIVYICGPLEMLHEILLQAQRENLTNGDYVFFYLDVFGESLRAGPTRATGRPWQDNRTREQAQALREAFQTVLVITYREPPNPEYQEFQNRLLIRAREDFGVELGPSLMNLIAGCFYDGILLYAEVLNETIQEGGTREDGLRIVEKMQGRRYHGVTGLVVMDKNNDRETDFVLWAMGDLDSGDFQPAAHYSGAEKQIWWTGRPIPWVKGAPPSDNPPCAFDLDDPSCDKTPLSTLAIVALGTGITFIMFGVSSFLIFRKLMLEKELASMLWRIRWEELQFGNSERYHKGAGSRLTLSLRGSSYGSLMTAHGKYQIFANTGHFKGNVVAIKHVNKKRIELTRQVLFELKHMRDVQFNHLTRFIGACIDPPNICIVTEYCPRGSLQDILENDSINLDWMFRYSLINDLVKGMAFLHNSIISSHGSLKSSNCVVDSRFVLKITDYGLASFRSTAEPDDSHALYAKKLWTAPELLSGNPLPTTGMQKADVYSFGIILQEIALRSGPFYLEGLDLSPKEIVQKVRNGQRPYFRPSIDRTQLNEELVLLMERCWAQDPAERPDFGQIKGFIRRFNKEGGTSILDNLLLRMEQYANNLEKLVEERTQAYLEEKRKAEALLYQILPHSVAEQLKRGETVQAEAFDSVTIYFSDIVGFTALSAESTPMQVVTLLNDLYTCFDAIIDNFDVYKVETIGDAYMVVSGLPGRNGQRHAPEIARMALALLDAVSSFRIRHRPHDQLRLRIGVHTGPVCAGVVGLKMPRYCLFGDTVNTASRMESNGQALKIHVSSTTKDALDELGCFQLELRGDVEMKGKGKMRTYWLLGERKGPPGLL
# NPR1 activator: GC-A (human) enzyme activation. AID 1671463. activation, % at 10 µM. P16066. 0.14% of 370,000 active. HEK293 GC-A cells, cGMP TR-FRET, EC30 ANP; 0% at EC30 ANP, 100% saturating ANP; in the data active = activation above about 40%
# SMARCA2 activ: SMARCA2 function activation, primary screen | MG213 cells, MMTV-luciferase reporter, dexamethasone, overnight | activation, % at 9.1 µM | 1% of 370,000 active; in the data active = activation above about 7.8%;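 also: 0% = vehicle wells and 100% = reference activator wells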
# DAX1 inh-2: NR0B1 (DAX1) inhibition; AID 504766; inhibition, % at 6.75 µM; HEK293 Gal4-DAX1 luciferase reporter, luminescence; 0.99% of 340,000 active;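 active = inhibition above the mean over all tested compounds plus 3 SD, cut at about 4.2% in these data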;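 also: 0% = DAX1-transfected cells with DMSO and 100% = empty-vector control cells with DMSO; inhibition shows as a rise in luminescence from relieved DAX1 repression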
# proKLK7 act: proKLK7 (human) activation, primary screen; P49862; purified proKLK7, EDANS-DABCYL substrate fluorescence; 100% is mature enzyme control, 0% vehicle; activation, % at 7 µM; 0.9% of 370,000 active;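 active = activation above the mean of all tested compounds plus 3 SD, computed per campaign excluding outliers beyond control limits, cut at about 13% in these data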
# ssDAF-12 act: S. stercoralis DAF-12 activation, primary screen; HEK293 ssDAF-12/GRIP1 lit1-tk-luc reporter, luminescence; % of 3 µM dafachronic acid response; activation, % at 6.8 µM; 1% of 370,000 active;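 active = activation above the mean over all tested compounds plus 3 SD, cut at about 0.9% in these data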;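 also: 0% = DMSO-only wells and 100% = 3 µM delta7-dafachronic acid wells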
# Active calls of the source: *; . = not tested or not shown.
SMILES,hcDAF12 agonist,FXN GAA850 act,hgDAF12 agonist,HGIII-sPLA2 inh,DAX1 inh-1,NPR2 activator,NPR1 activator,SMARCA2 activ,DAX1 inh-2,proKLK7 act,ssDAF-12 act
C[C@@H]1CN([C@@H](C)CO)C(=O)CCCn2nncc2CO[C@@H]1CN(C)C(=O)Nc1ccc2c(c1)OCO2,0.9,-0.7,1.9,-3,-1.1,1,2,3,1.4,0.1,-1.3
Cc1ccc(C)c(/C=N/n2cc(-c3ccccc3)[nH]c2=S)c1,5.5,-0.8,-2.1,7,-0.9,-7,-5,-3,-1.5,-1.1,-1.2
CCCCOC(=O)c1ccc(OC(=O)N2CCOCC2)cc1,0.8,1.7,0.1,8,-1.3,-2,0,2,2.0,-0.1,-0.7
CC1Cc2ccccc2N1C(=O)CSc1nc2ccccc2n1CC(=O)N1CCOCC1 (stereo not given),0.2,-1.4,-1.8,-5,0.2,-1,-3,-1,0.2,-0.4,-1.4
COc1ccc(C2C(C(=O)N3CCOCC3)CCC(=O)N2c2cc(OC)c(OC)c(OC)c2)cc1 (stereo not given),-0.2,2.1,-2.2,0,-0.5,9,1,-3,1.7,-0.1,-1.3
COc1ccc2cc(CN(CCc3ccccc3)Cc3nnnn3Cc3ccco3)c(=O)[nH]c2c1,-2.5,2.6,0.5,-37,-0.3,-4,10,2,0.3,1.9,-1.5
Fc1ccc(NCc2nnc3n2CCCCC3)cc1,0.0,1.3,-0.3,5,0.5,2,1,-3,-0.9,-0.3,-0.5
O=C(Nc1ccccc1)c1ccccc1NC(=O)C(F)(F)F,-1.1,1.4,5.0,-14,0.1,6,3,2,0.1,3.9,-1.4
C[C@@]12C(=O)Nc3ccc(F)cc3C(=O)N1[C@H]1c3cc(Cl)ccc3OC[C@@H]1[C@@H]2c1ccccc1,-0.8,-6.3,1.9,0,-0.2,0,-2,0,-0.4,-0.6,-0.9
COc1ccc(-c2ccc(SCC(=O)N3CCOCC3)nn2)cc1,0.2,1.4,4.2,9,0.7,1,1,-1,0.5,0.0,-0.6
COc1cccc(NC(=O)C2(C)CCN2C(=O)CCC2CCCC2)c1 (stereo not given),-0.2,1.7,1.7,10,-0.1,3,2,-6,.,0.3,-0.7
Cc1cc(C)n(-c2cc(N3CCN(C(=O)c4ccc(C(C)(C)C)cc4)CC3)ccc2[N+](=O)[O-])n1,-0.7,0.3,-3.4,-14,-1.3,-1,-3,-3,-1.2,0.9,-1.3
CC(=O)NC1C(=O)N(CCN2CCOCC2)c2ccc(F)cc21 (stereo not given),-0.8,-2.0,-0.3,-7,0.2,3,0,-1,0.2,0.6,-0.6
Cc1ccc(/C=N/NC(=O)c2ccoc2C)o1,5.4,2.5,14*,1,1.7,0,4,4,1.4,-0.4,0.0
CC[C@H]1c2[nH]c3ccc(C(C)C)cc3c2[C@@H]2CCN3C(=O)CCC[C@H]1[C@H]23,-2.3,1.6,-4.2,-9,0.3,-1,1,0,0.3,2.3,-1.4
COc1ccccc1C1CCN(c2ccc([N+](=O)[O-])cn2)CC1,-0.2,0.3,-0.7,11,0.2,1,2,-4,3.5,-0.3,-1.1
COC(=O)c1ccc(/C=C2\SC(=S)N(CCCC(=O)NCCCN3CCOCC3)C2=O)cc1,-1.6,-8.6,-4.5,-9,1.0,-7,-5,-7,1.7,0.2,-1.5
CCOC(=O)C1CCCN(C(=O)c2cncc(Br)c2)CC1 (stereo not given),0.7,2.5,2.0,2,0.5,2,1,-5,.,0.5,-0.8
CC1CN(C(=O)COc2coc(CN3CCc4ccccc4C3)cc2=O)CC(C)O1 (stereo not given),-0.9,2.8,0.3,3,1.0,2,0,2,-0.1,-0.1,-0.5
Cc1ccc(NC(=O)c2ccc3c(c2)nnn3C)cc1,1.8,3.5,4.4,1,1.2,-2,-2,0,0.2,0.1,-1.4
Nc1nc(SCc2nc3sc4c(c3c(=O)[nH]2)CCCC4)n[nH]1,-2.2,3.7,0.1,-11,-0.7,1,1,1,-0.3,0.1,-1.3
O=C(CCNC(=O)c1ccco1)Nc1ccc(Cl)c(C(F)(F)F)c1,-0.2,0.1,-1.1,-1,-0.7,-1,-4,0,0.7,0.5,-1.0
COC(=O)c1cc(=O)nc2sc(-c3cccs3)nn12,1.6,0.9,1.7,-1,0.5,-3,5,3,-1.0,-24,-1.4
Cc1ccc(CSc2ccc3nnc(-c4ccccn4)n3n2)cc1,-3.3,3.1,-5.6,12,-0.6,3,1,-2,0.7,0.0,-2.4
CCn1nc(C(=O)OCc2c(C)noc2C)c2ccccc2c1=O,-0.7,1.9,-0.1,3,0.5,2,0,2,1.7,-0.1,-1.8
O=c1oc2ccccc2cc1-c1csc(Nc2nc3c(F)cccc3s2)n1,5.0,2.2,4.0,2,0.3,0,7,-3,1.2,-1.3,-0.8
O=C(O)CSc1nc2sc3c(c2c(=O)n1Cc1ccccc1)CCCCC3,0.8,3.4,1.1,-10,-0.1,-2,-3,-1,-0.2,-0.2,-1.4
Cc1ccccc1CNC(=O)CCCC(=O)n1nc(C)c2ccccc21,-2.9,2.5,-0.5,-6,1.1,-7,-2,-1,-0.2,-0.1,-1.4
Cc1n[nH]c2ccccc2c1=O,2.5,-2.5,0.5,-2,0.9,2,7,-2,1.0,0.8,-0.3
CCOC(=O)C1CCN(Cc2nc(-c3ccc(OC)c(OC)c3)no2)CC1,-1.5,1.3,-0.3,5,-0.7,9,6,1,-0.7,0.7,-0.9
Cn1cc([N+](=O)[O-])c(C(=O)N/N=C/c2cc3c(cc2Br)OCO3)n1,0.1,1.4,-1.6,5,-0.3,3,-2,-4,0.5,0.4,-1.4
COc1ccc(CCNC(=O)c2ccccc2OCc2c(C)noc2C)cc1,-1.3,-0.2,-0.8,4,3.7*,-4,-8,-2,-1.0,0.0,-1.4
Cn1nnnc1SCC(=O)Nc1ccc(C(=O)N2CCN(Cc3ccccc3F)CC2)cc1,0.1,-1.2,-1.5,-2,-0.5,7,-1,-2,0.7,-0.1,-1.2
O=C(COC(=O)COc1ccc(Cl)cc1)NC1CCS(=O)(=O)C1 (stereo not given),0.1,1.5,0.1,7,0.1,-5,-3,3,-0.3,-0.2,-1.4
CC(C)(Cc1ccccc1)/[N+]([O-])=C\c1ccccc1,-0.7,1.2,0.1,11,-0.4,-3,3,0,1.3,0.3,-0.8
NC(=O)c1c(N)[nH]c(C(=O)c2ccccc2)c1-c1ccccc1C(F)(F)F,-1.0,.,-1.2,10,.,3,-4,.,.,.,-1.4
CN(C)S(=O)(=O)c1ccc(Cl)c(NC(=O)CSc2nc3c(cc2C#N)C(=O)CC(C)(C)C3)c1,-3.2,-0.9,2.0,-6,-0.5,-5,-7,1,-1.3,-0.7,-1.7
Cc1ccc(C(=O)NC(=C(Cl)Cl)S(=O)(=O)c2ccc(Cl)cc2)cc1,-3.0,2.8,-11,-11,-1.3,0,-2,-1,-0.1,0.1,-2.0
O=C(c1cccs1)c1ccc(-c2cccs2)s1,14*,2.1,17*,-11,3.2,-8,-1,7,-0.9,-20,2.1*
CCOC(=O)C1(C)CCCN(C(=O)c2cc(C)oc2C)C1 (stereo not given),0.9,0.6,-0.8,3,-0.5,1,-5,1,.,0.2,-1.6
O=C(NCCc1ccccc1)C1CCCN1C(=O)Nc1ccc(Cl)cc1 (stereo not given),-3.0,-2.1,2.0,-3,-0.1,2,0,0,-0.9,-0.1,-1.6
CCCCCCCC(=O)OC(CN1CCCCCC1)CN1CCCC1=O (stereo not given),-0.1,3.4,-0.9,3,-0.1,4,-2,4,-0.4,0.4,-1.1
CCOC(=O)C1CCCN(C(=S)Nc2ccc(S(=O)(=O)N3CCOCC3)cc2)C1 (stereo not given),0.1,-0.2,-3.9,-2,-1.1,-1,-2,-2,-1.4,0.2,-1.4
CC(=O)Oc1ccc(C(=O)Nc2ccc(S(=O)(=O)NCC3CCCO3)cc2)cc1 (stereo not given),-1.7,0.2,-1.2,-12,-0.3,-2,-5,-3,0.3,-0.2,-0.7
Cc1nc(CNS(=O)(=O)c2cc([N+](=O)[O-])ccc2C)cs1,-2.0,1.3,1.3,-2,-0.3,6,2,-3,3.8,0.7,-1.0

# Arranged by the number under ssDAF-12 act (smallest number first): some entries from above
SMILES	hcDAF12 agonist	HGIII-sPLA2 inh	DAX1 inh-1	NPR2 activator	NPR1 activator	SMARCA2 activ	DAX1 inh-2	proKLK7 act	ssDAF-12 act
O=C(NCCc1ccccc1)C1CCCN1C(=O)Nc1ccc(Cl)cc1 (stereo not given)	-3.0	-3	-0.1	2	0	0	-0.9	-0.1	-1.6
COc1ccc(CCNC(=O)c2ccccc2OCc2c(C)noc2C)cc1	-1.3	4	3.7*	-4	-8	-2	-1.0	0.0	-1.4
CC(=O)Oc1ccc(C(=O)Nc2ccc(S(=O)(=O)NCC3CCCO3)cc2)cc1 (stereo not given)	-1.7	-12	-0.3	-2	-5	-3	0.3	-0.2	-0.7

# New compounds follow:
SMILES,hcDAF12 agonist,FXN GAA850 act,hgDAF12 agonist,HGIII-sPLA2 inh,DAX1 inh-1,NPR2 activator,NPR1 activator,SMARCA2 activ,DAX1 inh-2,proKLK7 act,ssDAF-12 act
CCCCCCn1c(SCC(C)C)nc2c1c(=O)[nH]c(=O)n2C,-0.4,-0.1,-0.4,-4,0.6,3,5,3,-0.7,-0.2,-0.6
CCc1ccc2[nH]c(=O)c(CN(Cc3ccccc3OC)Cc3nnnn3Cc3ccco3)cc2c1,-1.9,4.0,-2.3,-31,-0.8,2,-4,-1,-1.2,1.8,-1.2
O=C(CN1C2=NCCN2c2ccccc21)c1cccs1,-2.4,2.6,1.6,-29,0.1,-1,2,1,-0.6,-0.1,-1.4
COc1ccc(NC(=O)c2c[nH]c(=O)n(-c3ccc(C)c(C)c3)c2=O)c(OC)c1,0.4,-1.2,0.2,-2,-0.5,8,-2,0,0.2,0.5,-1.4
CC(C)(C)S(=O)(=O)N1C[C@H]2CC(=O)C=C2[C@@H]1CCO,0.4,.,0.1,6,-0.4,3,0,-3,.,-0.3,-0.8
CS(=O)(=O)N1CCc2cc(C(=O)Nc3ccccc3Cl)ccc21,-0.7,3.8,3.5,-4,1.0,1,-2,2,21*,0.3,-0.9
Cc1cc(C)cc(NC(=O)CSc2nnc(Cn3c(=O)sc4ccccc43)n2C)c1,-0.5,0.5,3.7,0,0.0,-5,0,-1,-1.1,-0.5,-1.0
COC(=O)c1ccc(S(=O)(=O)N2CCN(CCO)CC2)n1C,1.6,1.1,-1.4,0,-0.4,1,2,-3,1.6,0.2,-0.9
O=C(NCC1CCCO1)c1cccc(Br)c1 (stereo not given),-0.7,2.8,0.2,1,0.1,3,1,-2,-1.0,-0.2,-1.7
Cc1cc(NC(=O)Cn2cnc3c(nnn3-c3ccc(C)c(Cl)c3)c2=O)no1,-0.6,1.1,-2.6,-5,-0.1,-1,1,0,1.7,0.1,-1.0
COC(=O)C(=NNc1c(C)n(C)n(-c2ccccc2)c1=O)C(=O)OC,-0.3,1.9,0.2,4,0.0,-6,-4,-2,-0.6,0.0,-1.5
O=C(Cc1ccccc1)NCC1CCCO1 (stereo not given),-1.2,-1.0,-0.2,0,-0.5,1,-2,2,0.1,-0.1,-0.5
Cc1ccc(S(=O)(=O)N(C)c2ccc(OC(C)C(=O)N3CCCC3)cc2)cc1C (stereo not given),0.7,-0.1,0.1,2,-0.2,4,0,0,-0.5,0.3,-1.3
Cc1cc(Cl)c(OCCOCCN2CCCCC2)c(Br)c1,1.7,2.7,-0.1,-1,0.5,3,4,1,0.7,0.2,-1.4

# Screening results (PubChem BioAssay)
